Mm-Cpn inhibitor: Inhibitors of TCP-1 ring complex (TRiC) of Methanococcus maripaludis (MmCpn): qHTS | Chaperonin Mm-Cpn (Methanococcus maripaludis) | purified Mm-Cpn ATPase, ADP Transcreener TR-FRET | Potency, µM (series often up to 76.9 µM), without a hit: at the highest dose activity, negative = inhibition, usual class: inhibitors | hit rate 0.031% among 330,000 | AID 504842, 2011; also: potency is read from the fitted curve at half-maximal effect; % is scaled to controls: 0 for no effect and ±100 for the full control effect; nearly all actives have a fitted effect of over 80% in size
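Purified archaeal chaperonin (25 nM final) was preincubated with compound for 10 min at 37°C, then ATP (10 uM final) was added for 30 min at 37°C in Tris pH 7.4/KCl/MgCl2/DTT buffer. ADP was quantified by HTRF Transcreener TR-FRET.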
Akt phos inh: HTS Assay for Inhibitors of Akt Phophorylation: Primary Screen; Neuro2A IGF-stimulated pAkt S473 HTRF, 20 min; stronger effect = lower value; activity change, % for hits at 50 µM; hit rate 0.32% among 360,000; in the data active = activity change below about -80%; inconclusive = mostly about -51% to -80%; also: % is scaled to controls: 0 for no effect and ±100 for the full control effect
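Neuro2A cells (4,500/well, DMEM with 0.5% FBS) were treated with compound at a single 50 µM final concentration, stimulated with 6 nM IGF for 20 min at 37 °C, and lysed. Phospho-Akt Ser473 was read by HTRF as 665/615 ratio ×10^4.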
CCT modulator: High-Throughput Screening for Modulators of Cytosolic Chaperonin Activity. purified chaperonin ATPase assay, HTRF ADP detection, 30 min. hit rate 0.3% among 360,000. AID 651819, 2012. activity change, % (concentration not given with the values), hits read low; in the data active = activity change below about -30%; also: % is scaled to controls: 0 for no effect and ±100 for the full control effect
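We incubate TRiC, 40 or 20 nM final, with library compounds at 76 uM and 10 uM ATP for 30 min at 37 °C. ADP formed is detected with Transcreener HTRF reagents after 30 min at room temperature.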
TGFb inhibitor: qHTS for Inhibitors of TGF-b | hit rate 1.2% among 410,000 | AID 588855, 2011 | HepG2 CAGA-GFP TGF-b/SMAD3 reporter, GFP fluorescence, 18 h; TGF-beta stimulated, 500 pg/mL final | Potency, µM (highest dose often 46.1 µM), without a hit: top-dose activity, negative = inhibition, usual class: inhibitors; also: potency is read from the fitted curve at half-maximal effect; % is scaled to controls: 0 for no effect and ±100 for the full control effect; nearly all actives have a fitted effect of over 65% in size
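Inhibition of TGF-beta-driven CAGA-GFP reporter expression in HEPG2 cells is measured by cellular GFP fluorescence after 18 h stimulation with 500 pg/mL recombinant TGF-beta in 1% FBS medium at 37 degrees C.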
A549 viability: Nrf2 qHTS screen for inhibitors: counterscreen for cytotoxicity; A549 ARE-Fluc cells, CellTiter-Fluor viability, 18-24 h; Potency, µM (titrated, usually from 46 µM), without a hit: at the top dose activity change, negative = cytotoxicity, actives largely listed as inhibitors; hit rate 0.16% among 390,000; AID 504648, 2011; also: potency is read from the fitted curve at half-maximal effect; % is scaled to controls: 0 for no effect and ±100 for the full control effect
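A549 ARE_Fluc cells in 5% FBS OPTI-MEM were exposed to compounds in concentration-response for 18-24 h at 37 deg C. Viability was read by CellTiter-Fluor fluorescence (Ex 405/Em 525) after 30 min, before the luciferase read.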
ATXN viability: Viability Counterscreen for Primary qHTS for Inhibitors of ATXN expression | S2 cells (HEK-293 line with an ATXN2-luciferase reporter) viability, CellTiter-Fluor protease fluorescence, 24 h | Potency, µM (series often up to 56.7 µM), actives largely listed as cytotoxic | hit rate 0.49% among 400,000 | AID 651635, 2014; also: potency is read from the fitted curve at half-maximal effect; nearly all actives have a fitted effect of over 40% in size
HepG2 viability: qHTS for Inhibitors of TGF-b: Cytotox Counterscreen; hit rate 0.76% among 410,000; Potency, µM (top dose mostly 46.1 µM), for inactives: top-dose activity change, negative = cytotoxicity, actives largely listed as cytotoxic; AID 588856, 2011; HepG2 CAGA-GFP viability, ATP luminescence, 18 h; also: potency is read from the fitted curve at half-maximal effect; some results filed as inactive show a strong effect at the top dose
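HepG2 CAGA-GFP cells (1000/well, DMEM with 1% FBS) received compound, then TGF-beta at 500 pg/mL final, and were incubated 18 hours at 37 degrees C. Viability was read by CellTiter-Glo luminescence. Media-only wells were set as complete cell-killing and DMSO as no toxicity.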
Nrf2 inh: Nrf2 qHTS screen for inhibitors. A549 ARE-Fluc reporter, luciferase luminescence, 18-24 h. Potency, µM (titrated, usually from 46 µM), for inactives: at the top dose activity change, negative = inhibition, actives largely listed as inhibitors. hit rate 2.1% among 360,000; also: potency is read from the fitted curve at half-maximal effect; % is scaled to controls: 0 for no effect and ±100 for the full control effect; nearly all actives have a fitted effect of over 60% in size
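Quantitative HTS in A549 cells stably bearing an antioxidant response element-firefly luciferase construct. Inhibition of Nrf2-driven transcription was scored by luminescence after 18-24 h of compound exposure at 37 °C.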
Nrf2 ARE act: qHTS of Nrf2 Activators | AREc32 ARE-luciferase reporter (MCF7-derived line), luminescence, 24 h | Potency, µM (titrated, usually from 46.1 µM), without a hit: at the highest dose activation, hits mostly activators | hit rate 0.31% among 410,000; also: potency is read from the fitted curve at half-maximal effect; % of control where 0% means no effect; nearly all actives have a fitted effect of over 65% in size
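Quantitative high-throughput format: AREc32 reporter cells, 1000 per well, received compound by pin transfer and were incubated 24 hr at 37 deg C, 5% CO2, before Steady-Glo luminescence detection.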
Active calls of the source: *; i = inactive; ? = inconclusive; nt = not tested or not shown; & = joins results of further samples; [ ] = remark or other dose. Unless noted, calls follow the shape of the dose curve; as a rule, active = well fitted curve in the direction sought with a large enough effect; inconclusive = small, poorly fitted or top-dose-only effect, or another doubt; inactive = no such curve, though single readings can be large; an effect the other way counts as inactive or inconclusive. Compounds as they come; any-hit rate near 4.4%.

structure	Mm-Cpn inhibitor	Akt phos inh	CCT modulator	TGFb inhibitor	A549 viability	ATXN viability	HepG2 viability	Nrf2 inh	Nrf2 ARE act
CCOc1ccc(NCC(=O)N/N=C/C=C/c2ccccc2)cc1	0%	i	0.5	2%	7%	i	-19%	23%	4.0%
CSc1nnc(CNS(=O)(=O)c2ccc(F)cc2)n1C	0%	i	1.8	14%	-4%	i	7%	-15%	-0.3%
COc1cccc(N2CCN(C(=O)c3ccc(Cl)c(S(=O)(=O)N4CCCCCC4)c3)CC2)c1	nt	i	-1.6	-7%	nt	i	3%	nt	-1.9%
N/C(CS(=O)(=O)c1ccccn1)=N\OC(=O)c1ccccc1Cl	0%	i	-0.2	-18%	2%	?	13%	?	2.6%
COC(=O)CNC(=O)C1Nc2ccc(OC(F)(F)F)cc2C2C=CCC12 (stereo unspecified)	nt	i	-0.4	-14%	-6%	i	-3%	2%	-0.8%
Cc1cccc(OCC(=O)N2CCC(N3CCCCCC3)CC2)c1	-2%	nt	-2.1	-32%	-10%	nt	3%	7%	-0.2%
COC(=O)[C@@]1(Cc2ccc(OC)cc2)[C@H]2c3cc(C(=O)N(C)C)n(CCSCCO)c3C[C@H]2CN1C(=O)c1ccccc1	-1%	i	1.2	-1%	4%	i	-2%	6%	0.4%
COc1ccc(CNC(=O)C2=C(C)C(=O)OC23CCCCC3)cc1OC	nt	nt	nt	?	-2%	i	-9%	?	0.2%
O=c1[nH]c(Nc2ccccc2)cc2cc(Br)ccc12	nt	i	-1.1	-42%	-14%	i	-38%	?	5.7%
O=c1ccc(-c2nc3cc(Cl)ccc3n2Cc2ccccc2)c[nH]1	-4%	i	-1.1	-1%	-3%	i	-28%	3%	-0.1%[9.22 µM]
CN(CCCNC(=O)C1CCCN(S(=O)(=O)c2cnc[nH]2)C1)c1ccccc1 (stereo unspecified)	0%	i	0.9	12%	-4%	i	19%	2%	0.0%
Cc1ccc(NC(=O)c2nc3nccc(C)n3n2)c(C)c1	1%	i	0.5	-2%	1%	i	-1%	?	0.0%

structure	Mm-Cpn inhibitor	Akt phos inh	CCT modulator	TGFb inhibitor	A549 viability	ATXN viability	HepG2 viability	Nrf2 inh	Nrf2 ARE act
Cn1cc(/C(Cc2ccccc2)=N\O)c2ccccc21	0%	i	-1.8	-20%	-16%	i	-13%	-9%	-0.5%
CCOC(=O)c1c(NCc2ccccc2)n[nH]c1C	-2%	i	0.2	16%	0%	i	3%	-2%	2.4%
Cc1ccc(S(=O)(=O)N2CCN(c3ccccc3)CC2)cc1	-3%	i	1.3	-24%	-2%	i	0%	3%	-1.3%
CC(=O)N(C)c1ccc(NC(=O)C(c2ccccc2)c2ccccc2)cc1	nt	i	0.6	20%	-1%	i	-16%	1%	3.8%
CC(C)c1cccc(-c2csc(C(C)(O)c3cccc(F)c3)n2)c1 (stereo unspecified)	nt	i	-1.3	?	nt	?	16µM*	nt	-0.8%
Cc1nc(CCNC(=O)Cc2ccc(F)cc2)cs1	1%	i	-0.5	10%	-2%	?	21%	9%	0.4%
CCOC(=O)c1[nH]c(C)c(C(=O)c2ccc(C)cc2)c1C	2%	i	-4.1	-24%	-13%	i	0%	4%	1.1%
O=C(Cc1ccc(F)cc1)NCc1cccnc1	4%	i	1.9	6%	-14%	i	2%	7%	0.5%
COc1ccc(Cl)cc1NC(=O)CN(C)C(=O)c1ccc(N2CCCCC2)c([N+](=O)[O-])c1	1%	i	-0.5	-61%	?	i	-23%	?	3.4%
O=C(C[n+]1ccccc1)Nc1ccccc1C(F)(F)F	0%	i	-7.2	-10%	-9%	i	-2%	16%	-0.7%
Nc1ccc2nc(CCCCCCCCc3nc4ccc(N)cc4[nH]3)[nH]c2c1	-1%	i	-1.0	19%	14%	i	30%	15%	0.3%
C=CCSc1nsc(NC(=O)Nc2cccc(C(C)=O)c2)n1	0%	i	2.5	3.5µM*	0%	i	-46%	13%	-0.2%[9.22 µM]

structure	Mm-Cpn inhibitor	Akt phos inh	CCT modulator	TGFb inhibitor	A549 viability	ATXN viability	HepG2 viability	Nrf2 inh	Nrf2 ARE act
NS(=O)(=O)c1cccc(NC(=O)/C=C/c2cccs2)c1	1%	i	0.8	14%	-2%	i	-18%	1%	15%
COCCNc1ncnc2nc[nH]c12	-13%	i	2.0	9%	-6%	i	4%	-4%	-0.8%
Cn1cnc([N+](=O)[O-])c1Sc1n[nH]c(N)n1	-2%	i	-0.7	8%	-6%	?	-2%	11%	-0.2%
CC(=O)N(C)c1ccc(NC(=O)Nc2cccc3ccccc23)cc1	-3%	i	2.0	5%	1%	i	-20%	8%	7.9%
O=C(CCCN1C(=O)c2cccc3cccc(c23)C1=O)NCc1cccs1	0%	i	-2.1	-1%	0%	i	12%	?	0.3%
Cc1ccc(CN2CCNC(=O)C2CC(=O)O)cc1 (stereo unspecified)	-4%	i	-1.8	-1%	0%	i	2%	7%	-0.7%
CC(=O)c1ccc(OCCCOc2cccc3cccnc23)cc1	0%	i	-0.6	-28%	-8%	i	-15%	-19%	4.8%
Cc1cccc(NS(=O)(=O)c2coc(C(N)=O)c2)c1C	2%	i	-0.4	5%	2%	i	-1%	7%	-0.3%
NC(=O)C1CCN(C2=C(NS(=O)(=O)c3ccccc3)C(=O)c3ccccc3C2=O)CC1	-2%	i	-0.2	?	6%	i	-40%	?	0.6%
NC(=O)C1(N2CCCCC2)CCN(CC(=O)Nc2ccccc2-c2ccccc2)CC1	-2%	i	1.7	-3%	2%	i	-9%	-20%	-0.6%
CC(C)OC(=O)c1cccc(C(=O)Oc2ccccc2)n1	1%	i	-0.5	0%	2%	i	19%	2%	0.1%
CCc1cc2c(=O)n(Cc3ccco3)c(SCc3c(C)noc3C)nc2s1	-3%	i	1.4	?	-17%	?	-41%	?	9.4%

structure	Mm-Cpn inhibitor	Akt phos inh	CCT modulator	TGFb inhibitor	A549 viability	ATXN viability	HepG2 viability	Nrf2 inh	Nrf2 ARE act
CC(C(=O)N(C)CC(=O)Nc1ccccc1C(F)(F)F)N1C(=O)c2ccccc2C1=O (stereo unspecified)	-1%	i	-0.2	7%	-3%	i	0%	1%	-0.6%
COc1ccc(Br)cc1CN1CCSCC1	-2%	i	-0.9	-6%	2%	i	37%	?	0.5%
CSCCC(NC(=O)COc1ccccc1)C(=O)OCc1ccc([N+](=O)[O-])cc1 (stereo unspecified)	4%	i	-4.8	1%	-1%	i	19%	10%	0.1%
COc1ccc(CC(=O)N/N=C/c2cccs2)cc1OC	0%	i	-1.1	22%	-5%	i	25%	-5%	-0.2%
COc1c(O)ccc2c1CN1CCc3cc4c(cc3C1C2)OCO4 (stereo unspecified)	-2%	i	-1.6	14µM*	4%	i	-33%	8%	-0.9%
COC(=O)C1=C(C)N=C2SC(C#N)=C(N)N2C1c1ccc(OC)cc1 (stereo unspecified)	1%	i	-0.9	-2%	?	i	2%	-14%	2.6%
O=C(OCc1ccccc1)C1=NNC2C(=O)N(c3ccc(Br)cc3)C(=O)C12 (stereo unspecified)	2%	i	1.7	-3%	0%	i	-17%	-10%	-0.1%
CN(C)S(=O)(=O)c1cccc(NC(=S)N(CCC#N)Cc2cccnc2)c1	2%	i	-2.8	9%	-1%	i	9%	-9%	-0.3%
Cc1ccc([C@H]2C(C(=O)O)=C[C@@H](C(C)(C)C)N2S(=O)(=O)c2ccc(C)cc2)cc1	0%	i	-2.0	19%	-8%	?	-2%	-5%	-0.9%
CCC1(c2ccccc2)NC(=S)N(c2ccc(C)cc2)N1 (stereo unspecified)	-1%	i	-0.4	-2%	-3%	i	-24%	?	1.7%
CSc1nc(C)cc(SC(C(C)=O)C(=O)Nc2ccccc2)n1 (stereo unspecified)	-2%	i	0.4	-28%	10%	i	-7%	20%	?
Cc1nc(NCc2cccnc2)c2c3c(sc2n1)CC(C)CC3 (stereo unspecified)	-4%	i	-1.7	?	8%	i	-21%	3%	3.3%

structure	Mm-Cpn inhibitor	Akt phos inh	CCT modulator	TGFb inhibitor	A549 viability	ATXN viability	HepG2 viability	Nrf2 inh	Nrf2 ARE act
CC(C)CC(=O)Nc1ccc(-c2nnn(CC(=O)NCc3ccco3)n2)cc1	0%	i	-1.5	-5%	-4%	i	-4%	0%	4.8%
COc1ccc(OCC(=O)Nc2cccc(OC)c2)cc1	0%	i	-3.0	-14%	-2%	i	7%	-2%	-0.1%
CCN(CC)CCCSc1nc2ccccc2s1	2%	i	-3.6	-25%	-2%	i	-9%	?	2.0%
Cc1cc(NCCCOC(C)C)n2c(nc3ccccc32)c1C#N	2%	i	-2.2	-6%	-9%	nt	-10%	?	0.9%
Cc1cc(C)n2nc(C(=O)Nc3ccc4c(c3)CCC4)nc2n1	-3%	i	-1.6	9%	0%	i	-3%	?	3.8%
COc1cc(C2NC(=O)NC(C)=C2C(=O)OC2CCCC(C)C2)ccc1O (stereo unspecified)	2%	i	-2.8	?	-7%	i	3%	-24%	3.2%
C=CS(=O)(=O)N(Cc1ccccc1)[C@H](CO)CC(C)C	nt	i	2.0	-4%&-26%	-3%	?	-34%&-19%	8%	26%

Source: PubChem BioAssay (National Center for Advancing Translational Sciences (NCATS))
